PfHsp90 yeast 2: growth inhibition of yeast expressing Plasmodium Hsp90; S. cerevisiae expressing PfHsp90, BacTiter-Glo ATP, 48 h; yeast lacking PDR1 and PDR3 efflux regulators; 0.32% of 310,000 active; inhibition, % at 9.4 µM; AID 504621;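 active means every replicate shows inhibition above about 80%, whatever the replicate mean, limit read from the data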;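 further: 0% = DMSO neutral controls and 100% = 20 µM radicicol positive controls; yeast relying on Plasmodium falciparum Hsp90 in place of its own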
DSG3 Ab inh: blocks pemphigus antibody binding to human desmoglein-3; binding (percent of control), % at 10 µM; DSG3-coupled beads, scFv-anti-DSG3-GFP binding, flow cytometry; hits give low values; 0.48% of 310,000 active; P32926;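 active means binding more than 3 SD below its plate's average and above zero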;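 further: hits lower antibody fragment binding to DSG3; some compounds called inactive have numbers as strong as hits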
OPRM1-OPRD1 ag: agonists of human mu-delta opioid receptor heterodimerization; cells, OPRM1-OPRD1 heterodimerization, luminescence; activation, % at 9.3 µM; 0.3% of 340,000 active; in the data active means activation above about 18%;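 further: 0% = vehicle-treated cells and 100% = reference agonist; values of inactives mirror those of a sister screen read the other way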
HTR5A inv ctr: HTR5A inverse agonism, opioid heterodimer counter-screen | P47898 | HTR5A cell line, luminescence | inhibition, % at 9.3 µM | 0.083% of 340,000 active | AID 504634; in the data active means inhibition mostly above about 23%, no sharp cut-off; inactive means mostly below about 18%;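 further: 0% = cells with DMSO and 100% = no-cell wells with DMSO; some compounds called inactive have numbers as strong as hits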
Target sequence (P47898 whole entry, looked up): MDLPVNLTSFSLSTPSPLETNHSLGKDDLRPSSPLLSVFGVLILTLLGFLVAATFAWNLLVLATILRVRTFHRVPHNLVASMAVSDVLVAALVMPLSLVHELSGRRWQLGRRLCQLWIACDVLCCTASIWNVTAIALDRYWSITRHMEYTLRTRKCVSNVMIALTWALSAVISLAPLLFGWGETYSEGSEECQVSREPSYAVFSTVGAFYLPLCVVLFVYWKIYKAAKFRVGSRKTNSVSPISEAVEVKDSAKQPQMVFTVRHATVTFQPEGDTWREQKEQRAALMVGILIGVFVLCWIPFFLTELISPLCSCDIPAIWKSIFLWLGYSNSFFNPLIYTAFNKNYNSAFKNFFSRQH
OPRM1-OPRD1 inv: inverse agonist of human OPRM1-OPRD1 heterodimerization; cell-based MOR-DOR heterodimer luminescence, inverse agonism; P35372+P41143; 0.21% of 340,000 active; AID 504357; inhibition, % at 9.3 µM; in the data active means inhibition above about 22%, passing the limit was not always enough;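 further: 0% = cells with DMSO and 100% = wells without cells with DMSO; values of inactives mirror those of a sister screen read the other way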
HTR5A ag ctr: HTR5A agonism, opioid heterodimer counter-screen. AID 504692. P47898. HTR5A agonist assay, luminescence, cell-based. activation, % at 9.3 µM. 0.61% of 340,000 active; in the data active means activation mostly above about 9.5%, no sharp cut-off; inactive means mostly below about 7.6%;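 further: 0% = cells with vehicle only and 100% = reference agonist; strong numbers were not always called active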
Ecoli viability: counter-screen for AddAB inhibitors: E. coli growth inhibition; E. coli V3065 growth, OD600 absorbance, 18 h; 0.27% of 330,000 active; inhibition, % at 11.9 µM; AID 449728;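 active means inhibition above the campaign's mean inhibition across all tested compounds plus 3 SD, cut at about 9.9% in these data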;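 further: uninfected addAB+ strain grown without phage in ampicillin broth; 0% = DMSO wells and 100% = ciprofloxacin 0.95 µg/ml wells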
phage Ecoli inh: E. coli growth loss with phage present; 0.26% of 360,000 active; growth absorbance; inhibition, % at 11.9 µM; in the data active means inhibition above about 11%
AddAB inh: less growth of phage-infected E. coli with AddAB. E. coli expressing H. pylori AddAB, absorbance growth. inhibition, % at 11.9 µM. 0.29% of 330,000 active. AID 435030; in the data active means inhibition above about 12%;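 further: 0% = vehicle wells of infected cells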
PKA-R1A act: activates the PKA-R1A holoenzyme complex; PKA-R1A dissociation, Cy5-IP20 fluorescence polarization; scaled: DMSO 0%, 113 µM cGMP 100%; activation, % at 11.4 µM; AID 504707; 0.083% of 340,000 active; P00514+P68181;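 active means percent activation above the mean of all tested compounds plus 3 SD, cut at about 19% in these data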;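 further: higher means more PKAc released from R1A so a rise in polarization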
SUMO Mot1 rescue: inhibitors of SUMOylation pathway: yeast Mot1-301 growth rescue; S. cerevisiae Mot1-301 growth rescue, ATP luminescence, 38.5C; percent above DMSO median, 100 means doubled; growth rescue, % at 18.8 µM; 1% of 320,000 active; AID 2716;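 active means every valid replicate shows activation above 250% relative to neutral control wells; inactive means the rest, any valid replicate at or below 250%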;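 further: OY570 slx delta 5 strain wells were the positive control but not used for scaling; some compounds called inactive have numbers as strong as hits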
An asterisk follows results filed as active; x = not tested or not shown.

Values run as follows: PfHsp90 yeast 2	DSG3 Ab inh	OPRM1-OPRD1 ag	HTR5A inv ctr	OPRM1-OPRD1 inv	HTR5A ag ctr	Ecoli viability	phage Ecoli inh	AddAB inh	PKA-R1A act	SUMO Mot1 rescue
O=C(NCCc1ccccc1)C1CCN(C(=O)c2ccc(F)cc2)CC1
 : 7.3	102.8	-2.2	2.7	10.2	-0.7	0.1	-1.5	-1.6	-1.7	-4.8
CC(=O)NCCc1ccc(C(=O)COC(=O)c2cccn2C)cc1
 : x	87.3	-2.5	2.4	13.3	-0.7	-1.9	2.4	-0.3	-3.8	7.4
Cc1ccc(C(=O)O)cc1NC(=S)NC(=O)c1ccc(-c2ccccc2)cc1
 : 18.4	95.3	-1.1	22.2	5.4	2.1	-0.5	4.3	-1.0	-5.1	21.8
COc1ccc(C(=O)Nc2ccc(NC(=O)c3cccs3)c(OC)c2)cc1Cl
 : 0.6	x	0.7	7.6	-3.4	3.0	-1.1	-1.2	-0.3	-6.6	x
Cc1cc(C)cc(NC(=O)CNC(c2ccccc2)c2ccccc2)c1
 : 24.4	112.8	9.0	10.7	-47.9	-4.0	1.6	1.4	-0.2	-0.6	949.5
NC(=O)c1cnn(C2CCS(=O)(=O)C2)c1 (centres undefined)
 : -3.3	109.7	-4.4	8.0	20.5	1.4	1.6	4.0	0.2	-4.0	-10.8
O=C(CSc1nnc(-c2cccs2)n1-c1ccccc1)N1CCCc2ccccc21
 : -11.8	x	0.7	15.5	-3.4	-0.3	0.1	1.5	2.1	-11.4	535.1
CCn1c(=O)cc(SCC(=O)Nc2cc(OC)c(OC)c(OC)c2)c2ccccc21
 : x	x	3.5	-15.2	-20.5	5.8	-0.9	2.6	-1.6	2.0	71.0
CCc1c(C)c(C#N)c2nc3ccccc3n2c1NCc1ccco1
 : x	108.2	-1.2	11.4	6.1	-5.2	1.1	3.4	0.4	-3.6	-2.5
Nc1n[nH]c(C2CCCCC2)n1
 : 1.6	99.2	-2.1	16.4	10.3	-3.5	-0.8	4.3	1.1	6.8	0.3
COc1ccc(/C=C2/CCCC(C(=O)C(F)(F)F)=C2O)cc1OC
 : 13.3	108.4	-2.7	-20.9	13.8	-1.3	-2.0	2.2	0.1	-0.7	5.3
COc1ccc(-c2nc(N3CCN(C)CC3)sc2-c2ccc(OC)cc2)cc1
 : -7.0	x	1.5	17.3	-9.7	-6.5	-2.5	-0.1	-0.2	-11.1	-13.5
CC1=C(C#N)C(NC(=O)C2CCCCC2)(C(F)(F)F)C(=O)N1 (centres undefined)
 : x	100.0	-1.1	-6.0	5.7	-0.1	-0.4	2.5	0.7	-1.5	11.1
Cc1cccc(CCNC(=O)C2CCCN(S(=O)(=O)c3cccc4nsnc34)C2)c1 (centres undefined)
 : -19.7	105.3	-1.7	0.5	8.8	-3.0	-0.8	1.9	-0.5	-1.1	5.1
CCOC(=O)C1=C(C)NC(C)=C(C(=O)OCC)C1C(=O)OCC(=O)N1CC(C)OC(C)C1 (centres undefined)
 : 27.6	x	-2.0	10.5	8.4	-4.3	-0.2	-1.2	0.6	-12.7	-1.1
O=C(CCN1C(=O)S/C(=C\c2cccs2)C1=O)NC1=NCCS1
 : -5.1	96.3	0.2	-3.2	-1.0	1.2	0.0	3.9	4.5	-8.7	0.9
CCN(CC(=O)NCc1cccs1)C(=O)c1ccc(S(=O)(=O)Nc2cccc(C)c2C)cc1
 : -10.3	106.8	-2.9	8.3	9.4	1.6	-3.8	2.0	-2.5	-10.6	-10.8
CCN1CCN(CCCNC(=O)c2csc3c2CCCCC3)CC1
 : 2.6	99.3	-2.3	-19.1	13.3	2.9	-1.2	-1.4	0.6	0.0	3.4
Cc1ccc(NC(=O)CSc2nc3ccccc3nc2N2CCCC2)cc1
 : -10.9	95.3	1.2	-4.7	-6.8	-1.8	0.8	1.5	2.7	-1.9	-9.3
COc1cccc(NC(=O)CN(C)C(=O)c2ccc(-c3ccccc3Cl)o2)c1
 : 13.6	102.2	-3.2	11.3	16.4	4.3	2.2	1.8	1.6	-8.9	-8.0
CCNC(=O)C(C)Sc1ccc(Cl)cc1 (centres undefined)
 : -2.0	72.7	-2.7	-5.8	15.3	-1.5	-1.8	3.3	-0.9	-10.7	43.7
N=C1/C(=C\c2ccc(OC(=O)c3ccccc3)cc2)C(=O)N=C2SC(N3CCOCC3)=NN12
 : 0.3	100.5	0.5	12.4	-3.0	-1.1	-1.5	0.3	0.7	6.0	12.4
COc1ccc(NC(=O)c2cccc(N3C(=O)C4C5C=CC(C5)C4C3=O)c2)c(OC)c1 (centres undefined)
 : 11.4	96.0	0.4	-13.3	-1.9	7.0	0.5	2.4	0.1	-0.5	-13.4
COC(=O)CCN(C(=O)c1cc(OC)c(OC)c(OC)c1)c1ccccn1
 : -6.4	107.4	0.5	4.8	-3.0	-0.2	0.2	0.2	-1.5	-4.2	3.8
CC(C)c1onc(C(=O)NCc2cccs2)c1[N+](=O)[O-]
 : 3.1	84.2	-1.4	-2.5	9.2	1.0	0.8	5.3	0.5	-6.9	-6.3
O=c1[nH]ncn1-c1ccc(Br)cc1
 : -0.6	94.3	-2.3	-1.6	11.5	0.6	-0.3	3.5	1.3	-1.6	12.7
CC(=O)c1ccc(OCc2cc(C(=O)N(C)Cc3ncc(C)[nH]3)no2)cc1
 : 31.6	108.9	-0.5	-11.2	3.7	4.0	x	1.0	x	-12.0	-11.1
CC(=O)NC1=NN(C(C)=O)C(C)(CS(=O)(=O)c2ccc3ccccc3c2)S1 (centres undefined)
 : 1.3	111.8	0.0	-36.8	-0.1	13.3	1.8	1.7	1.2	-7.3	304.4
CSc1cccc(NS(=O)(=O)c2ccc(-c3coc(C)n3)cc2)c1
 : 13.9	3.0*	9.4	6.9	-48.7	-0.8	-0.7	0.3	3.0	-9.0	-1.1
COC(=O)Cc1[nH]nc2c1C(C1C=CCCC1)C(C#N)=C(N)O2 (centres undefined)
 : 4.6	99.3	-0.9	13.0	5.0	-3.6	0.0	2.4	1.3	1.6	339.3

An excerpt of these results, with tabs.
SMILES	PfHsp90 yeast 2	DSG3 Ab inh	OPRM1-OPRD1 ag	HTR5A inv ctr	OPRM1-OPRD1 inv	HTR5A ag ctr	Ecoli viability	phage Ecoli inh	AddAB inh	PKA-R1A act	SUMO Mot1 rescue
COc1ccc(C(=O)Nc2ccc(NC(=O)c3cccs3)c(OC)c2)cc1Cl	0.6	x	0.7	7.6	-3.4	3.0	-1.1	-1.2	-0.3	-6.6	x
Cc1cc(C)cc(NC(=O)CNC(c2ccccc2)c2ccccc2)c1	24.4	112.8	9.0	10.7	-47.9	-4.0	1.6	1.4	-0.2	-0.6	949.5
NC(=O)c1cnn(C2CCS(=O)(=O)C2)c1 (centres undefined)	-3.3	109.7	-4.4	8.0	20.5	1.4	1.6	4.0	0.2	-4.0	-10.8
O=C(CSc1nnc(-c2cccs2)n1-c1ccccc1)N1CCCc2ccccc21	-11.8	x	0.7	15.5	-3.4	-0.3	0.1	1.5	2.1	-11.4	535.1

Other compounds.
Values run as follows: PfHsp90 yeast 2	DSG3 Ab inh	OPRM1-OPRD1 ag	HTR5A inv ctr	OPRM1-OPRD1 inv	HTR5A ag ctr	Ecoli viability	phage Ecoli inh	AddAB inh	PKA-R1A act	SUMO Mot1 rescue
COc1ccc(NC(C)=O)cc1S(=O)(=O)N1CCn2cccc2C1C (centres undefined)
 : -11.0	110.4	-2.6	-13.3	10.3	3.2	-0.7	-0.4	-0.6	-1.4	-14.9
C=CCNC(=S)Nc1cccc(N)c1
 : 2.9	100.3	-0.6	-18.1	2.9	6.3	0.8	1.4	0.9	-8.9	49.8
Cc1ccc(S(N)(=O)=O)cc1NC(=O)/C=C/c1cccs1
 : 5.9	100.6	-2.5	-0.2	10.2	-2.6	-0.1	1.2	2.1	7.8	1.5
CCCC(C(=O)O)n1c(O)c(C=C2N=c3ccccc3=N2)sc1=S (centres undefined)
 : -7.5	86.3	-3.6	10.3	18.9	-3.3	2.1	2.3	1.7	-13.5	0.7
O=C(Nc1n[nH]c(C(F)(F)F)n1)C1CC1
 : 6.9	x	-1.2	-32.2	5.6	-0.5	0.4	2.1	-2.9	-3.3	3.2
CCOC(=O)c1cc(S(=O)(=O)NCCc2ccccc2)cn1C
 : 11.9	x	-2.2	-15.1	11.4	0.6	0.3	0.2	2.4	-13.1	-10.8
CCCCn1c(N)c(N(CCOC)C(=O)c2ccc3c(c2)OCCO3)c(=O)[nH]c1=O
 : x	101.9	-1.3	12.2	8.2	-4.4	-0.7	2.3	0.7	-5.0	-12.7
Cc1ccc2sc(N(CCCN(C)C)C(=O)c3ccc(S(=O)(=O)N4CCc5ccccc5C4)cc3)nc2c1C
 : 10.4	102.0	21.4*	-11.2	-136.1	-4.9	-1.3	-0.1	-0.3	1.3	-12.5
Nc1cc(=O)[nH]n1C1CCCC1
 : 2.7	97.0	-0.2	-18.1	1.2	-1.2	0.0	3.9	0.7	7.6	7.5
O=C(CC(=O)c1ccccc1)Nc1cc(C(F)(F)F)ccc1Cl
 : -15.5	98.2	0.9	-1.5	-5.0	1.9	-0.9	2.8	2.2	-8.9	-0.7
Cn1ccsc1=NC(=O)c1ccc(S(=O)(=O)C(F)F)cc1
 : 8.6	102.5	-1.1	-5.2	5.9	1.9	-1.1	0.1	3.8	5.9	-4.3
Cc1nn(-c2ccccc2)c2c1C(=O)N(Cc1ccccc1)C(=O)C(C)(C)C2
 : 8.5	110.1	1.9	-9.8	-10.8	3.3	-1.6	0.9	2.1	-2.7	287.4
CCC1=Nc2cc(C(=O)N3CCCCC3)ccc2Sc2ccc(C)cc21
 : 3.0	x	-3.2	3.3	17.2	2.0	-2.6	1.7	1.7	9.0	-11.2
Cc1n[nH]c(C)c1S(=O)(=O)N1CCCCCC1
 : -5.5	x	-1.4	-17.7	5.8	7.4	1.4	4.3	1.7	3.5	-8.1
Cc1cc(C)c(S(=O)(=O)NC2CC(C)(C)NC(C)(C)C2)cc1Br
 : -9.0	92.1	-2.2	5.2	10.8	-1.4	x	1.2	x	-1.1	-12.0
CC(C)CC(C(=O)OCC(=O)c1c(N)n(C)c(=O)n(C)c1=O)N1C(=O)c2ccccc2C1=O (centres undefined)
 : 10.7	100.7	-1.1	12.0	5.4	2.9	-2.6	1.2	3.4	-0.1	3.8
O=C(CCNC(=O)c1ccccc1Cl)Nc1nc(-c2ccccc2Cl)cs1
 : 2.5	93.0	0.2	1.1	-1.5	-0.4	0.1	4.1	0.5	-0.7	-15.3
Cc1ccc(-c2nc(CS(=O)CC(=O)NCc3ccc4c(c3)OCO4)c(C)o2)cc1 (centres undefined)
 : -8.5	99.6	-0.4	-17.7	2.2	5.8	2.2	x	1.0	9.1	-10.4
O=[N+]([O-])c1cc(/C=N/n2c(-c3cccnc3)n[nH]c2=S)ccc1Cl
 : -17.0	79.9	0.3	-3.6	-1.6	-0.2	-1.1	0.7	3.8	-8.3	-11.8
CC1(C)Cc2c(sc(NC(=O)COc3ccc(Cl)cc3)c2C(N)=O)C(C)(C)N1
 : -12.8	105.1	0.2	9.1	-0.9	3.0	-1.5	1.5	3.7	5.9	-10.3
